# mIAP block: blocks mouse intestinal alkaline phosphatase. hit rate 0.2% among 330,000. AID 2806. inhibition, % at 10 µM. purified mouse IAP, CDP-Star luminescence, 30 min;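 active = inhibition of at least 40% at 10 µM in the primary screen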;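 note: plate controls were DMSO with enzyme for no effect and no enzyme wells for full effect; values of inactives mirror those of a sister screen read the other way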
# A3G deaminase: inhibitors of human APOBEC3G DNA deaminase. recombinant A3G, ssDNA deamination FAM/TAMRA fluorescence. inhibition, % at 20 µM. hit rate 0.28% among 330,000. Q9HC16. AID 493012;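 active = inhibition of at least 40% at 20 µM, with no more than 30% in the related APOBEC3A deaminase screen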;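 note: plate controls were DMSO wells with A3G for no effect and wells lacking A3G enzyme for full effect; some compounds called inactive have numbers as strong as hits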
# Target sequence (Q9HC16 whole entry, looked up): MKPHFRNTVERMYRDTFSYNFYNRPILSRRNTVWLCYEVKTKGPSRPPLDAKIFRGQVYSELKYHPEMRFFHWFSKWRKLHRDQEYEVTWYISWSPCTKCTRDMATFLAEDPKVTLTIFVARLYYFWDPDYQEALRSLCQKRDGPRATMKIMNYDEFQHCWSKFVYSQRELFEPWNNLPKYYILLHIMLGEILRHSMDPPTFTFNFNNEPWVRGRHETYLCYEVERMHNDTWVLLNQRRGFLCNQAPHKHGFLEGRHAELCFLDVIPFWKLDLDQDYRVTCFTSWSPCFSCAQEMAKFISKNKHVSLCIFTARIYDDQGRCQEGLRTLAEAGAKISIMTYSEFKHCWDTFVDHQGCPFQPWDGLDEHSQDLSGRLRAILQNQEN
# APOBEC3A inh: inhibitors of human APOBEC3A DNA deaminase. P31941. recombinant A3A, FAM/TAMRA ssDNA deamination fluorescence. inhibition, % at 20 µM. hit rate 0.41% among 330,000. AID 493011;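 active = at least 40% inhibition at 20 µM here, with at most 30% in a related deaminase screen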;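 note: plate controls were A3A with DMSO for no effect and wells lacking A3A enzyme for full effect; some results filed as inactive read as strong as hits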
# hIAP activ: human IAP activation; activation factor at 10 µM; AID 2524; purified human IAP, CDP-Star luminescence, 30 min; active compounds read high; 1 = vehicle-only enzyme, 0 = enzyme-free background; P09923; hit rate 0.16% among 330,000;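 active = activation factor of the enzyme at least 2-fold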; note: the source names both 10 and 20 µM as test concentration; values of inactives mirror those of a sister screen read the other way
# Target sequence (P09923 whole entry, looked up): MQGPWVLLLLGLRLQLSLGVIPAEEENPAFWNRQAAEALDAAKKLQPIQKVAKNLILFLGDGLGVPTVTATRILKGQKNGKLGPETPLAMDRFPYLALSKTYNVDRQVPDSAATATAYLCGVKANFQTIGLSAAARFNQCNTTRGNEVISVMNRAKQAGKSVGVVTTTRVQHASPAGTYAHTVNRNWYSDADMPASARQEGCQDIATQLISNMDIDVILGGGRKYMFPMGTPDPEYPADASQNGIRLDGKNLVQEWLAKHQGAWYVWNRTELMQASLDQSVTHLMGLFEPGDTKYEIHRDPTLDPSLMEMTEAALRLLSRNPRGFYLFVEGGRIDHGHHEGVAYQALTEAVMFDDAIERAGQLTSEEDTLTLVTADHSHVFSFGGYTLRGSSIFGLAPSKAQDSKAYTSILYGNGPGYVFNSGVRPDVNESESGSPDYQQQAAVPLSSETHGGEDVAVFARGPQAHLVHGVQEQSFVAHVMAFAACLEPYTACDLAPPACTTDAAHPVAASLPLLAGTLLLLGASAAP
# hIAP inh: human IAP inhibition. P09923. inhibition, % at 10 µM. AID 2544. purified IAP, CDP-Star luminescence, 30 min. hit rate 0.12% among 330,000;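 active = inhibition reaching a set limit with compound at 10 µM in the primary screen, cut at about 35% in these data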;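 note: plate controls were DMSO wells with enzyme for no effect and no-enzyme buffer wells for full effect; values of inactives mirror those of a sister screen read the other way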
# mIAP act: increases mouse intestinal alkaline phosphatase activity | muIAP, CDP-Star luminescence, 30 min; active compounds read high; 1 = vehicle-only enzyme signal, 0 = enzyme-free wells | AID 2805 | activation factor at 10 µM | hit rate 0.24% among 330,000;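 active = activation factor of at least 2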; note: the source names both 10 and 20 µM as test concentration; values of inactives mirror those of a sister screen read the other way
#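 System: Mouse IAP enzyme | Also added: CDP-Star substrate | Dosing: Compounds dispensed in DMSO | Schedule: 30 min enzyme-substrate-compound incubation at room temperature | Technique: Chemiluminescence readout | Control set: DMSO-only wells and no-enzyme negative control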
# MIN6 prolif: induces beta-cell replication in MIN6 cells; MIN6 cells proliferation, ATPlite luminescence, 48 h; cells starved in 0.2% serum; 100% = growth in 10% serum; proliferation, % at 10 µM; hit rate 0.29% among 330,000; AID 2380;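 active = compounds whose signal lies at least 3.5 SD above the mean of all wells on their plate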;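 note: 0% = DMSO-treated cells in low-serum medium and 100% = 10% serum control; some compounds called inactive have numbers as strong as hits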
# MPTP block: permeability transition pore inhibition | inhibition, % at 10 µM | AID 602449 | isolated mouse mitochondria, Ca2+ swelling absorbance, 30 min | hit rate 1.4% among 360,000;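 active = inhibition of 50% or more, scaled per plate between neutral and stimulator controls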;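 note: 0% = DMSO wells given calcium and 100% = 1 mM EGTA wells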
# ATG4B inhibitor: ATG4B (human) cysteine protease inhibition; AID 504462; hit rate 0.51% among 340,000; inhibition, % at 8.33 µM; ATG4B cleavage of LC3-PLA2, NBD-HPC fluorescence, 1 h; in the data active = inhibition above about 40%
# * = called active by the depositor.
SMILES,mIAP block,A3G deaminase,APOBEC3A inh,hIAP activ,hIAP inh,mIAP act,MIN6 prolif,MPTP block,ATG4B inhibitor
COc1ccc(C)cc1NC(=O)CSc1nc2scc(C)c2c(=O)[nH]1,6,-2,4,1.1,-10,0.94,-6,3.3,-9
O=C(Cc1ccccc1)NNC(=O)Nc1cccc(Cl)c1,-4,2,4,1.2,-16,1,-1,-0.5,1
COc1ccc(NC(=O)O/N=C/c2c(C)nn(C(C)(C)C)c2C)cc1,2,6,3,0.86,14,0.98,-4,1.7,0
Cc1coc(C)c1C(=O)CC1(O)C(=O)Nc2cc(Cl)cc(Cl)c21 (stereo not drawn),-3,-4,1,0.89,11,1,1,-5.7,-36
CCN(C(=O)CCS(=O)(=O)c1cccc2nonc12)c1ccc(C)c(C)c1,4,-8,0,0.9,10,0.96,-1,-3.0,2
N#CCSc1nccc(/C=C/c2ccccc2)n1,4,-4,2,1.1,-7,0.96,-2,2.3,6
Cc1nc2c3c(sc2c(=O)[nH]1)NC(=O)CC3c1ccccc1Cl (stereo not drawn),-1,-3,-2,1,-5,1,0,1.0,-7
Cc1noc(C)c1C(=O)N1CCN(CCc2ccccc2)CC1,2,-4,2,0.87,13,0.98,0,-0.4,10
Cc1cccc(CN2CCC(C(=O)Nc3ccc(-n4nc(C)cc4C)cc3)CC2)n1,-6,2,1,1,0,1.1,2,-1.1,-8
COC(=O)Nc1ncc(CN2CCC(c3ccccc3)CC2)s1,-3,1,6,1.1,-6,1,-2,-1.0,-7
O=C1CC(c2ccccc2)CC(O)=C1C=NCCN1CCN(C(=O)Nc2ccccc2)CC1 (stereo not drawn),-1,-7,-3,1.1,-9,1,-1,0.7,1
CCN(CC)S(=O)(=O)c1ccc(S(=O)(=O)N(CC(=O)Nc2ccccc2)CC2CCCO2)cc1 (stereo not drawn),12,-4,3,0.86,14,0.88,-1,0.0,-16
CN(C)C(=O)Cn1cnc2c(cnn2-c2ccccc2Cl)c1=O,-3,-6,2,0.87,13,1,1,-1.3,-5
CC(=O)NCCOc1nc(N(C)C)nc(N2CCCCC2)n1,3,-1,-1,1,-1,0.97,-3,1.0,-13
O=C(CSc1nccn1-c1cccc(Cl)c1)Nc1ccc2c(c1)OCCO2,4,-1,-2,1.2,-17,0.96,0,-2.2,11
CCC(C)(C(=O)NC1CCCC1)N(Cc1cccs1)C(=O)c1ccc2c(c1)OCO2 (stereo not drawn),-8,-10,-5,1,-1,1.1,-1,-0.2,-12
COc1ccc(CCNC(=O)COc2ccc(S(=O)(=O)N3CCCC3)cc2)cc1,-1,-3,2,1.1,-8,1,1,-1.3,-3
COc1ccc(S(=O)(=O)N2CCN=C2SCc2cccnc2)cc1,-4,-2,2,1.2,-15,1,-2,2.1,3
N#Cc1c(N)sc(=S)c2c1CCCCC2,48*,26,20,1,-4,0.52,3,-0.2,5
CC(C)(C)C(=O)Nc1sc2c(c1C#N)CCN(Cc1ccccc1)C2,-20,-17,-9,0.92,8,1.2,6,-0.2,-4
CCOc1cc(C(=O)Nc2ccccc2N2CCOCC2)ccc1OCC(=O)N1CCCCC1,-2,-5,1,1,-2,1,1,1.1,3
Nc1nc(C23CC4CCC(CC(C4)C2)C3)cs1,-1,-3,0,1.1,-8,1,0,64*,5
COc1ccc(OC)c(S(=O)(=O)N(C)CC(=O)Nc2ccc3c(c2)OCCO3)c1,2,-2,-1,1.1,-11,0.98,0,7.5,-7
O=C(NCCc1ccccc1)C1CCN(C(=O)c2sccc2-n2cccc2)CC1,-2,0,0,0.82,18,1,-2,-1.6,-15
COc1cc(CCC(=O)NCc2ccc(S(N)(=O)=O)cc2)cc(OC)c1OC,0,-3,-1,0.96,4,1,-4,0.1,-12
O=C(Nc1ccccc1F)NC1CCN(Cc2nnnn2Cc2ccc(F)cc2)CC1,-34,-5,-1,0.92,8,1.3,-2,0.3,-9
COc1ccc(C)cc1NC(=O)NCc1ccc(F)cc1,2,-2,0,1,-2,0.98,-4,-0.8,16
O=C1C=C(c2ccc(O)cc2)C[C@@H](c2ccc3c(c2)OCO3)C1,-13,-11,-4,1.2,-16,1.1,2,0.6,-16
CCOC(=O)c1cc2[nH]c3ccccc3c2[n+](-c2ccc([N+](=O)[O-])cc2)c1C,0,-5,-5,1.1,-7,1,1,0.3,-4
COCCNc1nnc(SCC(=O)NC(=O)c2ccccc2)s1,9,-13,-5,1,-1,0.91,0,-2.1,-2
Cc1ccsc1/C=N\NC(=O)c1ccc2c(c1)OCO2,9,-6,-2,0.83,17,0.91,-3,-1.3,1
COC(=O)c1cccc(NC(=O)c2cccc(OC)c2)c1,2,-1,-1,0.93,7,0.98,0,-3.1,1
Cc1nn(Cc2c(Cl)cccc2Cl)c(C)c1NC(=O)c1cc(C(C)C)on1,-14,-1,0,0.98,2,1.1,0,-0.8,4
COc1ccccc1CCC(=O)OCC(=O)N1CCN(S(=O)(=O)c2ccc(C)cc2C)CC1,4,-13,-7,1,0,0.96,1,-1.7,-8
CCOc1ccccc1NC(=O)c1nc(S(=O)(=O)Cc2ccccc2)ncc1Cl,6,-4,-3,1.1,-6,0.94,-8,-2.9,-9
C/C(=N\NC(=O)c1sccc1C)c1ccncc1,8,-3,-3,0.98,2,0.92,1,-1.0,-1
NC(=O)C1CCN(C(=O)C2CCC(=O)N(C3CCCCCC3)C2)CC1 (stereo not drawn),1,-7,-1,0.85,15,0.99,4,-0.1,7
CC(=O)c1ccc(S(=O)(=O)NCc2ccc(C(=O)NCC(c3ccccc3)N(C)C)cc2)cc1 (stereo not drawn),-7,-5,-3,1.1,-13,1.1,-5,-0.1,-4
O=C1C[C@@H](c2ccc(O)cc2)Oc2cc(O)cc(O)c21,6,9,-3,1,-1,0.94,-2,0.4,-8
O=C1C(=O)N(c2cccc(Cl)c2)C(c2ccccc2[N+](=O)[O-])/C1=C(\O)c1ccccc1 (stereo not drawn),3,-3,-2,0.87,13,0.97,-3,6.1,0
CN(C)S(=O)(=O)n1cc(/C=C(\NC(=O)c2ccccc2Cl)C(=O)NCCCN2CCOCC2)c2ccccc21,5,-4,-4,1.2,-19,0.95,-1,-1.8,-4
N#Cc1ccc(C(=O)Nc2nc3ccccc3[nH]2)cc1,16,-7,-3,1.3,-28,0.84,-5,-1.2,2
CCOc1ccc(S(=O)(=O)NCCC(=O)OCC(=O)Nc2cc(C)on2)cc1,3,-1,1,1,-3,0.97,1,0.7,-5
COc1ccc(NC(=O)CNC(=O)Cc2ccccc2)cc1OC,1,-12,-5,0.99,1,0.99,-4,0.3,1
CCCNS(=O)(=O)c1ccc(OCC(=O)N2CCOCC2)cc1,1,-1,-1,0.95,5,0.99,-3,-1.1,4
CN(CC(=O)Nc1ccc(Cl)cc1)C(=O)c1cccc(S(=O)(=O)N2CCN(Cc3ccccc3)CC2)c1,-6,3,1,0.99,1,1.1,-6,-0.4,-10
O=C(NC1CCCCC1)c1nc2c(nnn2Cc2ccccc2Cl)c(=O)[nH]1,7,-2,-2,0.89,11,0.93,-2,-2.1,0
Cc1oc(-c2ccc(Cl)cc2)nc1CN1CCC(C(=O)NCCCN2CCCC(C)C2)CC1 (stereo not drawn),-11,-6,-4,1.5,-53,1.1,-5,0.8,2
Cn1nc(CC(=O)Nc2ccc(N3CCN(C(=O)OC(C)(C)C)CC3)cc2)c2ccccc2c1=O,1,-1,-1,0.87,13,0.99,-3,101*,-4
O=C(Cc1cccc2ccccc12)NN1C(=O)CSC1=S,14,-6,0,1,-1,0.86,-1,-0.9,6
COc1ccc(NCc2nnc(SCC(=O)NNC(=O)c3ccc(C)cc3)n2C)cc1,-4,-5,-2,1.4,-36,1,3,-0.3,0
CSc1nc(C)cc(Oc2ccc(=O)[nH]n2)n1,2,-3,3,1,0,0.98,-3,-0.3,-4
O=C(NCc1nc(-c2ccccc2)cs1)c1ccccc1,0,-4,0,1.1,-8,1,2,0.1,-9
O=C(NCC1CCCCC1)c1ccc(Cl)c(S(=O)(=O)N2CCOCC2)c1,5,-4,2,1.1,-8,0.95,-5,-0.9,-8
CN(C)S(=O)(=O)c1cccc(NC(=O)COC(=O)c2cc(-c3cccc(Br)c3)nc3ccccc23)c1,8,-5,5,1,0,0.92,-2,21,-12
O=C(CSc1nc2c(cnn2-c2ccc(F)cc2)c(=O)[nH]1)N1CCOCC1,2,-3,-2,0.8,20,0.98,-1,-0.7,-11
Cc1cnc(C(=O)NNC(=O)c2ccc(Br)cc2)cn1,14,-14,-2,2.2*,-122,0.86,-4,-1.0,3
Cc1ccc(SCC(=O)Nc2ccccc2C(=O)O)cc1,4,0,2,0.95,5,0.95,-2,2.1,-4
Cc1sc2ncnc(SCC(=O)N3CCCC(C(F)(F)F)C3)c2c1C (stereo not drawn),-4,-4,1,1.2,-21,1,-4,1.9,8
O=C(CCn1c(=O)sc2ccccc21)NCc1ccc2c(c1)OCO2,1,2,3,1.2,-18,0.99,-2,-1.0,10
# Next section.
SMILES,mIAP block,A3G deaminase,APOBEC3A inh,hIAP activ,hIAP inh,mIAP act,MIN6 prolif,MPTP block,ATG4B inhibitor
CCOC(=O)c1oc2ccc(Br)cc2c1NC(=O)CN1CCN(C)CC1,-8,-4,-1,1.1,-14,1.1,-4,69*,-1
CC(=O)N1N=C(C)CC1c1ccc(O)cc1 (stereo not drawn),0,-1,0,0.9,10,1,-4,0.7,2
COc1ccc2oc(-c3ccccc3)c(C(=O)O)c2c1,-6,-4,-2,0.92,8,1.1,-2,0.5,-9
CN1CCN(Cc2cn(C)nc2-c2ccccc2F)CC1c1ccccc1 (stereo not drawn),-9,-2,5,0.83,17,1.1,2,3.5,0
COc1cc(/C=N/NC(N)=O)cc(Br)c1OCc1ccccc1C,-15,-1,1,1,-1,1.1,-2,1.7,-9
Cc1ccc(C2(C)NC(=O)N(Cc3c(C)noc3C)C2=O)cc1 (stereo not drawn),0,-1,3,0.86,14,1,-1,-1.3,2
O=C1N=C(N2CCOCC2)SC1=C1CCCCC1,0,-8,-1,1.5,-49,1,-1,8.0,-1
O=C(NNC(=S)Nc1ccccc1)c1cc(Br)ccc1Cl,10,-8,-4,1.5,-52,0.9,5,8.2,3
CCOc1ccccc1C(=O)Nc1ccccc1-c1ccccc1,2,-3,2,1,-5,0.98,-5,3.8,12
CSc1nc2ccc(NC(=O)CSc3nnc(N)s3)cc2s1,1,0,0,0.97,3,0.99,-2,1.2,0
Oc1c(C=Nc2ccccc2Cl)[nH]c2ccccc12,3,1,1,1,-1,0.97,-2,1.0,-7
CCCCC(CC)C(=O)NCc1ccccc1OC (stereo not drawn),5,-5,-5,0.92,8,0.95,1,0.5,-7
COc1ccccc1NC(=O)c1ccc(NC(=O)C2COc3ccccc3O2)cc1 (stereo not drawn),-10,-4,4,0.86,14,1.1,-1,-2.6,-2
N#Cc1c(-c2ccccc2)nc(SCc2cccc(C(F)(F)F)c2)[nH]c1=O,5,-8,-3,0.99,1,0.95,-5,49,35

# Gathered by group: those above with a furan ring, fused or not.
SMILES,mIAP block,A3G deaminase,APOBEC3A inh,hIAP activ,hIAP inh,mIAP act,MIN6 prolif,MPTP block,ATG4B inhibitor
Cc1coc(C)c1C(=O)CC1(O)C(=O)Nc2cc(Cl)cc(Cl)c21 (stereo not drawn),-3,-4,1,0.89,11,1,1,-5.7,-36
CCOC(=O)c1oc2ccc(Br)cc2c1NC(=O)CN1CCN(C)CC1,-8,-4,-1,1.1,-14,1.1,-4,69*,-1
COc1ccc2oc(-c3ccccc3)c(C(=O)O)c2c1,-6,-4,-2,0.92,8,1.1,-2,0.5,-9

# Assay outcomes from PubChem BioAssay.
